# PPARg SRC3 recr: agonists of human PPARgamma SRC-3 coactivator recruitment; activation, % at 8 µM; hit rate 0.26% among 200,000; biochemical PPARgamma/SRC-3 coactivator recruitment assay; in the data active = activation above about 23%;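 note: 0% = DMSO and 100% = reference agonist; some compounds past the cut are filed as inactive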
# Target sequence (P37231 whole entry, looked up): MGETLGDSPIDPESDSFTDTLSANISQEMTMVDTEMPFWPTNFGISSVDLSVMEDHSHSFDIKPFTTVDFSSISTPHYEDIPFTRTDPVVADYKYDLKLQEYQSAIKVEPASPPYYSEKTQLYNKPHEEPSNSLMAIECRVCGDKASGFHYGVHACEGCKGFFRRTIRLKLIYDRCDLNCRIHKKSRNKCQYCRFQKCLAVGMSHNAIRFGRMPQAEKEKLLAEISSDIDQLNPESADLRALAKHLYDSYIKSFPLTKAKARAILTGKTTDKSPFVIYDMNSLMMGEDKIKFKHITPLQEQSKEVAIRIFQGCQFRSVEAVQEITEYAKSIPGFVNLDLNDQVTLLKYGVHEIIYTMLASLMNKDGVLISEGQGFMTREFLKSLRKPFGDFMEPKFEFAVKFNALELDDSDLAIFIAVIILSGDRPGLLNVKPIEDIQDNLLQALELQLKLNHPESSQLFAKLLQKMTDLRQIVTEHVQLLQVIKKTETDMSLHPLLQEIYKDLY
# PMI act: phosphomannose isomerase (human) activation; P34949; purified human PMI, coupled resazurin fluorescence, 20 min; hits give high values; 1 = vehicle control, 0 substrate-free wells; activation factor at 20 µM; hit rate 0.005% among 190,000;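 active = activation factor of 2 or more at 20 µM, relative to plate controls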
# Diaph act CS: diaphorase activation or chemical reduction counter-screen. Diaphorase/resazurin coupled assay, resorufin fluorescence, 16 min; hits give high values; 1 = vehicle wells, 0 = NADH-free wells. activation factor at 20 µM. hit rate 0.005% among 190,000;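 active = diaphorase activity raised at least twofold by the compound at 20 µM; inactive = activation factor below 2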
#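 test system = bacterial diaphorase enzyme (C. kluyveri) | quantity = enzyme 0.07 U/mL final | reagent = NADH substrate 0.114 mM plus resazurin dye 0.1 mM, final | incubation = 16 min enzyme reaction, ambient temperature | buffer or medium = HEPES pH 7.4 buffer with MgCl2 and Tween 20 | signal = fluorescence of resorufin, 544 nm excitation, 590 nm emission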
# PPARg SRC1 recr: PPARgamma-driven SRC-1 recruitment agonism. P37231. PPARgamma-SRC-1 coactivator recruitment biochemical assay. activation, % at 8 µM. hit rate 0.41% among 200,000; in the data active = activation above about 19%;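 note: 0% = DMSO and 100% = reference agonist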
# SRC2 TRFRET art: flags TR-FRET format artefacts in PPARgamma SRC-2 recruitment agonist screen; TR-FRET artefact counter-screen; hits give high values; TR-FRET ratio at 8 µM; hit rate 0.4% among 200,000; in the data active = TR-FRET ratio above about 2000; note: inactives centre near 1500
# PMI act hi M6P: activators of human phosphomannose isomerase at near-saturating mannose 6-phosphate; coupled PMI enzyme assay, resazurin fluorescence, 20 min; hits give high values; 1 = untreated enzyme, 0 = substrate-free blank; activation factor at 20 µM; hit rate 0.34% among 190,000; AID 1216;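 active = activation factor of 2 or more at 20 µM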
#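 Test system: Human PMI in coupled enzyme assay | Input: 15 ng/mL PMI | Medium: HEPES-buffered pH 7.4 with magnesium and detergent | Compound: One concentration, 20 µM, in 1% DMSO | Incubation: Enzyme reaction with compound 20 min at room temperature | Detection: Diaphorase-driven resazurin-to-resorufin fluorescence, excitation 544, emission 590 nm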
# PPARg SRC-2 ag: promotes SRC-2 coactivator recruitment by human PPARgamma | hit rate 0.34% among 200,000 | AID 1032 | P37231 | PPARgamma LBD-SRC-2 recruitment, biochemical | activation, % at 8 µM; in the data active = activation above about 22%;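 note: 0% = vehicle and 100% = reference agonist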
# ROMK mod: human ROMK K+ channel modulation, primary screen | Tet-inducible ROMK, thallium flux fluorescence; actives lie on both sides | B-score at 10 µM | P48048 | hit rate 2% among 130,000;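 active = signal ratio slope over the read window, or its plate-corrected B-score, at least 3 SD from the plate mean, either direction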;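 note: B-score of the F/F0 ratio slope over 7 to 12 s after thallium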
# G6PDH counter: L. mesenteroides G6PDH inhibition counter-screen | Purified L. mesenteroides G6PDH, diaphorase/resazurin coupled fluorescence, 45 min | inhibition, % at 5 µM | hit rate 0.12% among 200,000; in the data active = inhibition above about 50%
# S1P3 antagonist: blocks the human S1P3 receptor; Q99500; CHO S1P3 NFAT-BLA reporter, FRET fluorescence, antagonist mode; inhibition, % at 4.98 µM; hit rate 0.27% among 170,000; AID 485;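 active = inhibition above the plate cutoff, the mean inhibition of test wells on that plate plus 3 SD, cut at about 28% in these data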;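 note: cells challenged with S1P at its EC80 of 0.8 µM; blue over green emission ratio from cleaved BLA substrate after 4 h stimulation; 0% = S1P-stimulated wells and 100% = unstimulated DMSO-only wells; some compounds past the cut are filed as inactive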
# Target sequence (Q99500 whole entry, looked up): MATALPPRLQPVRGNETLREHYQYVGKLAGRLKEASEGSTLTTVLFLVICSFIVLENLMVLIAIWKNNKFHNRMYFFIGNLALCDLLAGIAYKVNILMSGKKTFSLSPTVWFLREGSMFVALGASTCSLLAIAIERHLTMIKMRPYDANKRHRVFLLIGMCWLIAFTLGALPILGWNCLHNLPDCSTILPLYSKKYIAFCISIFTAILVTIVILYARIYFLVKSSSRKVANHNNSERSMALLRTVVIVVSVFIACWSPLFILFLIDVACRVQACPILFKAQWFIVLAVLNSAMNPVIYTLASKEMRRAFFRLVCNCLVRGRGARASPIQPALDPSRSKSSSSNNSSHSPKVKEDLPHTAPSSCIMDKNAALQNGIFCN
# Diaph inh CS: counter-screen for diaphorase-based assays: diaphorase inhibitors and chemical oxidizers; diaphorase resazurin-to-resorufin fluorescence, NADH, 16 min; bacterial (C. kluyveri) enzyme, not human; inhibition, % at 20 µM; hit rate 0.69% among 190,000; AID 1217;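 active = primary screen inhibition at 20 µM above a set limit, cut at about 50% in these data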;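 note: plate controls were DMSO with full reaction for no effect and wells lacking NADH for full effect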
#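 Detection: fluorescence of resorufin formed from resazurin, Ex 544/Em 590 nm; test system: Clostridium kluyveri diaphorase enzyme; amount: 0.14 U/mL diaphorase, enzyme working solution; times: 16-min room-temperature incubation before reading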
# Numbers without * were called inactive; . = no result given. Rows were taken by chance. About 3.3% of those tested had a hit in this group.
canonical_smiles	PPARg SRC3 recr	PMI act	Diaph act CS	PPARg SRC1 recr	SRC2 TRFRET art	PMI act hi M6P	PPARg SRC-2 ag	ROMK mod	G6PDH counter	S1P3 antagonist	Diaph inh CS
CC(=O)Nc1ccccc1C(=O)N1CCN(Cc2ccccc2)CC1	-0.5	1.1	1	7.6	1370	1.1	-9.0	.	-2.0	-14.1	3.6
COC(=O)Cn1nnc(-c2cccc(OC)c2)n1	12.8	1	0.9	2.7	1866	1	18.9	0.284	-4.0	-26.2	12.8
COc1ccc(CCNC(=O)c2cc3sc(Cl)cc3n2C)cc1OC	-1.4	0.9	0.9	-2.2	1355	0.9	4.9	.	-42.5	9.0	6.3
COc1ccc(-c2nc(NC(=O)Cn3ccc(C(F)(F)F)n3)sc2C)cc1	0.9	0.9	0.8	-1.9	1548	0.9	0.6	-1.18	-0.8	.	17.7
CCOC(=O)c1sc(=NC(=O)c2cccc(OC)c2)n(C)c1C	-4.6	1	1.1	79.8*	1534	1.1	-1.3	.	2.6	9.1	-11.4
COc1ccccc1NS(=O)(=O)c1cc(NC(C)=O)ccc1N1CCCCC1	2.2	0.5	0.8	-3.6	1434	1	12.2	0.929	1.7	-10.1	18.6
CCn1c(CSCc2c(Cl)cccc2Cl)n[nH]c1=S	5.0	0.9	0.8	-6.5	1521	0.9	-5.1	-0.0245	8.0	-16.8	21.6
Cc1ccc(S(=O)(=O)CCCS(=O)(=O)c2ccc(C)cc2)cc1	6.1	0.9	0.9	2.7	1681	0.9	3.7	.	3.6	.	13.1
Cc1ccc(-n2ncc3c(=O)n(CC(=O)NCc4ccco4)cnc32)cc1	2.3	0.9	0.8	-5.8	1473	0.9	-6.2	0.0141	8.2	-29.1	16.1
Cn1c(C(=O)NCc2ccco2)cc2c(=O)[nH]c3ccccc3c21	0.0	0.9	0.6	22.8*	1736	0.9	6.2	-0.357	6.4	-16.3	42.1
COc1cccc(C(=O)Nc2cccnc2)c1	-8.4	1	0.9	-5.9	1348	1.1	-1.6	-0.413	13.1	.	8.9
COc1ccc2c(c1)C(=O)[C@@H](O)[C@H](c1ccc(OC)c(Br)c1)O2	2.2	1.1	1	4.7	1591	1.1	11.1	0.598	14.3	-8.1	3.6
COc1ccc(CNC(=O)CCCCCNc2nc(=S)[nH]c3ccccc23)cc1	1.5	1.1	1.1	-0.2	1771	1.2	0.0	-0.568	-5.9	-12.8	-5.8
Cc1sc2ncnc(NCC3CCCO3)c2c1C (centres undefined)	4.0	0.9	0.9	2.0	1674	0.9	9.8	.	3.9	.	5.5
CC12CC(c3ccccc3O1)N(C(=O)c1ccco1)C(=O)N2c1ccccc1 (centres undefined)	6.1	0.8	0.8	-0.1	1785	0.9	5.1	-0.685	-1.4	12.8	23.4
CCC(=O)N1CCc2cc(S(=O)(=O)CCC(=O)Nc3cccc(F)c3)ccc21	-5.4	0.9	0.8	6.0	1563	1	-5.2	.	-6.7	-23.5	20.2
COC(=O)CCS(=O)(=O)c1nc(-c2ccccc2)cc(C(F)(F)F)n1	8.6	1.1	0.9	21.4*	1639	1.2	5.2	.	4.5	.	8.1
CCOC(=O)c1cnn(-c2cc(C)c3ccccc3n2)c1N	10.7	1	0.8	4.2	1327	1	-1.5	.	-2.3	12.3	16.5
CCN(CC)S(=O)(=O)c1ccc(/C=C/C(=O)Nc2c(C)n(C)n(-c3ccccc3)c2=O)cc1	-0.2	1.1	0.9	6.1	1670	1.1	-5.9	0.644	-5.2	-19.0	9.3
c1ccn2cc(CSC3=NCCS3)nc2c1	6.5	1	0.9	1.6	1602	1	-0.6	0.591	-1.7	-22.0	12.2

# Not a retest: two of the compounds above.
canonical_smiles	PPARg SRC3 recr	PMI act	Diaph act CS	PPARg SRC1 recr	SRC2 TRFRET art	PMI act hi M6P	PPARg SRC-2 ag	ROMK mod	G6PDH counter	S1P3 antagonist	Diaph inh CS
CC(=O)Nc1ccccc1C(=O)N1CCN(Cc2ccccc2)CC1	-0.5	1.1	1	7.6	1370	1.1	-9.0	.	-2.0	-14.1	3.6
COC(=O)Cn1nnc(-c2cccc(OC)c2)n1	12.8	1	0.9	2.7	1866	1	18.9	0.284	-4.0	-26.2	12.8

# New compounds follow.
canonical_smiles	PPARg SRC3 recr	PMI act	Diaph act CS	PPARg SRC1 recr	SRC2 TRFRET art	PMI act hi M6P	PPARg SRC-2 ag	ROMK mod	G6PDH counter	S1P3 antagonist	Diaph inh CS
CCn1nc(C)c(/C=C/C(=O)Nc2ccc(C)cc2C)c1C	-2.5	1	0.9	5.5	1582	1	7.5	.	-0.4	4.1	7.0
C/C(CC(=O)NC1CCCC1)=N\NC(=O)Cc1csc(N)n1	5.9	1	1	12.4	1708	1	5.7	1.46	-4.8	-16.3	2.8
COc1ccc(S(=O)(=O)NC(CC(=O)NCCc2ccccc2)c2ccco2)cc1 (centres undefined)	-1.8	1.1	1	1.4	1486	1.1	0.6	0.297	4.7	.	0.0
O=C(Nc1ccccc1)OCN1C(=O)c2ccccc2C1=O	10.4	0.9	0.9	3.2	1517	1	8.8	.	-2.5	.	9.9
CN(C)c1ccc(C=NCCc2ccc(S(N)(=O)=O)cc2)cc1	-3.8	1	1	2.4	1267	1	-3.9	-0.0789	3.1	-8.9	2.7
c1cncc(C(c2nnnn2C2CCCCC2)N2CCCCC2)c1 (centres undefined)	2.1	1	0.9	2.1	1687	1	2.7	0.208	-0.4	-4.7	12.0
COc1ccc(C(CNC(=O)C2CC(=O)N(Cc3ccc(C)cc3)C2)N(C)C)cc1 (centres undefined)	-10.3	1.1	1	-0.6	1517	1.1	-2.1	.	6.8	.	1.8
COc1ccc(CNc2nc(-c3cccnc3)nn2C(C)=O)cc1	3.4	1	0.9	7.6	1667	1	-0.1	0.821	3.1	-11.9	5.1
COc1cc(-c2nc(-c3cccc(C)c3)no2)cc(OC)c1OC	3.3	0.9	0.9	9.4	1568	0.9	3.3	.	10.5	25.0	9.7
CCN(Cc1ccccc1)C(c1ccccn1)c1nnnn1C(C)(C)CC (centres undefined)	-9.1	0.9	0.8	-6.8	1389	1	-7.1	0.923	6.0	-16.0	15.8
Cc1ccc(Oc2ccc(N)cc2)cc1	3.9	1	0.8	4.5	1525	0.9	8.2	.	3.5	-5.7	15.5
O=C(/C=C/c1ccc2c(c1)OCO2)NCCSCc1cccc(Cl)c1	10.7	0.8	0.8	6.4	1769	0.9	8.3	0.858	0.2	.	16.0
N#C/C(=C\c1ccc(N2CCCCC2)o1)C(=O)Nc1cccc(Br)c1	2.0	0.9	0.8	2.4	1431	0.8	0.7	-0.0321	0.6	-9.3	19.9
COC(=O)c1ccc(Cl)c(NC(=O)CN2CCC(C)CC2)c1	1.8	1	1	0.2	1603	1.1	4.1	-0.188	23.0	.	3.4
COc1ccc(/C=N/NC(=O)CNC(=O)c2ccc(S(=O)(=O)N3CCOCC3)cc2)c(OC)c1	4.6	0.8	0.7	0.4	1602	0.9	2.2	0.142	14.6	18.8	25.6
COc1ccc(NC(=O)c2ccccn2)cc1S(=O)(=O)N1CCOCC1	7.1	1	1	5.3	1562	1	2.0	-0.438	-0.8	8.8	4.8
O=C(c1ccc(-c2ccc(Cl)cc2Cl)o1)N1CCOCC1	-0.9	0.9	0.9	3.0	1406	0.9	-2.8	-1.58	6.8	5.6	11.8
CCOC(=O)N1CCC(NC(=O)c2cccc3c2C(=O)N(c2ccc(OC)cc2)C3)CC1	1.7	0.9	0.7	-0.2	1521	0.8	9.0	.	-0.3	0.4	31.1
CCOC(=O)CSc1nnc(-c2cccnc2)n1Cc1ccccc1	1.6	1	1	3.8	1423	1	-6.8	0.178	-2.9	-12.7	0.5
NC(=O)C1(N2CCCCC2)CCN(C(=S)NC2CCCC2)CC1	5.5	1	1	2.7	1641	0.9	3.8	0.263	5.8	-21.3	-0.1
CNC(=S)N1N=C(c2ccc(C)cc2)CC1c1ccc(Cl)cc1 (centres undefined)	13.9	1	0.9	6.4	2072*	1	23.2*	-0.882	-3.1	.	11.9
COC(=O)Cn1c(=O)c2c(nc(Br)n2CC(=O)OC)n(C)c1=O	5.2	0.9	0.8	-4.8	1525	1	-0.8	.	-14.1	-16.3	15.2
CC(C)(NO)/C(=N\O)c1ccc(Cl)cc1	-1.8	1.1	1	-1.6	1583	1.2	-1.8	.	-1.7	.	2.3
Cc1ccc(S(=O)(=O)N(C)C)cc1NC(=O)COC(=O)C1COc2ccccc2O1 (centres undefined)	-1.3	1.1	0.9	3.0	1379	1	-1.0	0.356	3.0	-6.3	6.5
C=CCn1c(SCC(N)=O)nnc1-c1ccccc1O	-0.4	1	0.9	-3.6	1572	1	3.4	1.57	13.9	-16.6	7.8
COC(=O)Nc1nc2ccc(Sc3ccccc3)cc2[nH]1	0.7	1.1	1.1	-1.7	1369	1	5.9	.	14.8	22.0	-11.3
CCc1ccc(S(=O)(=O)NC(=S)Nc2ccccc2)cc1	5.0	0.5	0.9	4.9	1649	0.9	4.5	0.583	7.3	-4.5	9.8
Cc1ccc(-c2nc3cnccn3c2Nc2ccc3c(c2)OCO3)cc1	8.5	0.9	0.7	5.8	1730	0.7	3.8	.	4.1	.	25.2
CC(C)(C)c1ccc(-c2conc2N)cc1	-8.8	1.1	1	4.1	1592	1	14.3	0.289	-1.4	2.7	2.3
COc1ccc(/C=C/C(=O)Nc2cc(=O)n(C)c(=O)n2C)cc1	-6.0	0.8	0.9	5.7	1654	0.9	-1.8	0.165	-14.5	-12.1	14.8
CCOC(=O)C1(CCCc2ccccc2)CCN(Cc2cn(CC)nc2C)CC1	4.3	1	1.1	-1.1	1742	1	-5.3	-2.08	16.9	10.6	-8.7
CC(=O)N1CCN(CC(=O)O)CC1	1.1	1.1	1	3.4	1420	1	-6.2	.	4.6	-6.1	-1.5
O=C1N/C(=N/N=C/c2ccco2)SC1Cc1ccccc1 (centres undefined)	4.2	0.8	1	8.3	1729	0.9	5.5	0.234	2.1	-5.5	3.0
Cc1cccc(NC(=S)N/N=C/c2ccc3c(c2)OCO3)c1	1.4	1	1	-5.0	1418	1.1	-3.0	0.00783	2.8	7.9	-4.1
Cc1cc(NC(=O)CSc2nnc(Cc3cccn3C)n2CCc2ccccc2)no1	0.3	0.8	0.8	-3.0	1473	0.9	2.4	.	-22.7	-5.2	22.9
CCc1[nH]nc2c1C(c1ccncc1)C(C#N)=C(N)O2 (centres undefined)	-6.8	1	0.9	-7.0	1378	1	0.7	.	-17.9	-32.4	6.3
O=C(O)c1cccc2cccnc12	-7.9	1	0.9	5.3	1546	1.1	-0.5	0.29	0.6	.	9.7
